TNF death inh = TNF-alpha cell death inhibition in Jurkat FADD-/- cells; Jurkat FADD-/- TNF necroptosis rescue, ATP luminescence, 24 h; 0 = TNF only, 100 = no-TNF cells; activation (protection from cell death), % at 10 µM; 220,000 tested, 0.068% active; AID 463075;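 active means activation, meaning protection from cell death, of at least 50% relative to plate controls; inactive means activation below 50%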;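 further: necroptosis triggered by 40 ng/mL TNF-alpha added together with compound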
CHOP inh = inhibitors of CHOP induction in ER stress response; CHO-K1 CHOP-promoter luciferase, tunicamycin-induced, 15-18 h; inhibition, % at 10 µM; 220,000 tested, 3.8% active;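 active means compounds that reduced the stress-induced luciferase reporter signal by more than about 70% of percent inhibition, limit read from the data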;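 further: 0% = tunicamycin plus vehicle and 100% = wells without tunicamycin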
PGE2 EP2 inh = inhibitors of human EP2 prostaglandin E2 receptor | P43116 | C6 glioma cells expressing human EP2, cAMP TR-FRET; cells stimulated with saturating PGE2 | inhibition, % at 25 µM | 260,000 tested, 0.52% active | AID 1422;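 active means percent inhibition above 40 after rounding to a whole number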;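 further: rat C6 glioma host cells with rolipram phosphodiesterase inhibitor present; the protocol text gives 20 µM as final concentration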
Target sequence (P43116 whole entry, looked up): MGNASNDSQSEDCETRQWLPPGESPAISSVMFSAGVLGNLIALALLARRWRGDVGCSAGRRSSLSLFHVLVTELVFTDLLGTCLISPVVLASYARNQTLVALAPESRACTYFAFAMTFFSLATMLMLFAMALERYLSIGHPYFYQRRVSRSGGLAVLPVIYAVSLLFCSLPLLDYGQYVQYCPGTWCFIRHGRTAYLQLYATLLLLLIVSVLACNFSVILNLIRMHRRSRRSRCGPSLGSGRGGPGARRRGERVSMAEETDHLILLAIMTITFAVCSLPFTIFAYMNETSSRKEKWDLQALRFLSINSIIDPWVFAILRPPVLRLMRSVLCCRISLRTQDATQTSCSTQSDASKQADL
PPC-1+TRAIL kill = PPC-1 cancer cell killing with TRAIL present. AID 1443. cell killing (% activity), % at 4 µM. PPC-1 cells + TRAIL, ATPLite viability luminescence. 220,000 tested, 0.41% active;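 active means cell killing above 50% in the first pass at 4 µM, then a duplicate retest at 5 µM averaging 50% or more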;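 further: plate controls were cells with TRAIL plus DMSO for no effect and medium-only wells lacking cells for full effect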
zVAD death inh = L929 zVAD cell death inhibition; viability rescue, % at 10 µM; AID 1377; L929 zVAD necroptosis rescue, ATP luminescence, 24 h; with zVAD 60 µM; 220,000 tested, 0.38% active;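 active means activation, scaled between plate controls, above about 75%, limit read from the data; inactive means activation under that limit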;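 further: 0% = zVAD with DMSO and 100% = DMSO alone without zVAD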
TbHK1 inh = blocks Trypanosoma brucei hexokinase 1 activity. recombinant TbHK1, G6PDH-coupled NADH A340. inhibition, % at 10 µM. 220,000 tested, 0.11% active. AID 1430;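 active means inhibition of 50% or more in the single-dose primary screen; inactive means inhibition below 50%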
Wee1 degr inh = inhibitors of human Wee1 degradation; reporter increase, % at 5 µM; P30291; HeLa Luc-Wee1K328M stability, luciferase luminescence; 100% = proteasome inhibitor MG132 effect; 220,000 tested, 1.2% active;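 active means activation above the mean of all tested compounds plus 3 SD, set per screening run, cut at about 8.8% in these data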;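 further: cells exposed to compound for 20 h before luminescence read; 0% = DMSO alone and 100% = MG132 at 30 µM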
Target sequence (P30291 whole entry K328M): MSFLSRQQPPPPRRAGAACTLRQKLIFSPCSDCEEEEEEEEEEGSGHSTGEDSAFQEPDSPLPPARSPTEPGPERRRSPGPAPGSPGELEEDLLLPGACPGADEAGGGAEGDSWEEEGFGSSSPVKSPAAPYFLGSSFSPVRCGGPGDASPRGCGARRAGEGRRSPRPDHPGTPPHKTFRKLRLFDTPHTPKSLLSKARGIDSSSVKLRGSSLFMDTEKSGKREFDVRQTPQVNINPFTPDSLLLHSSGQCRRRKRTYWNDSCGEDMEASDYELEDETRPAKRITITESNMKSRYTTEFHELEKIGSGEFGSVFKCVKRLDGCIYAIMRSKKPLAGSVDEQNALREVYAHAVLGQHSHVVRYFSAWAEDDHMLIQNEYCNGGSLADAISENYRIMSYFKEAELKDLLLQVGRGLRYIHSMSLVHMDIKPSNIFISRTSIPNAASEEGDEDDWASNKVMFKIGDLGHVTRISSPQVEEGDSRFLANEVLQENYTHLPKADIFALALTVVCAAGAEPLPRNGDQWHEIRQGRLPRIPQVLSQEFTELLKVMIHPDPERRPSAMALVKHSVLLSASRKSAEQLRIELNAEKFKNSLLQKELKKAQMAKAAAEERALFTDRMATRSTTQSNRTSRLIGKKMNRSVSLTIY
FXIa inh = inhibitors of human coagulation factor XIa. P03951. purified FXIa, Boc-Glu-Ala-Arg-AMC fluorogenic substrate. inhibition, % at 5 µM. 220,000 tested, 0.14% active. AID 798;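 active means inhibition of at least 40%; inactive means inhibition below 40%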;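 further: fluorescence of freed AMC excited at 355 nm; 0% = enzyme without compound and 100% = no enzyme blank; many of its hits are not listed in these tables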
FXIIa inh 1536 = factor XIIa (human) inhibition | AID 800 | purified FXIIa, Boc-QGR-AMC fluorogenic substrate, 2 h | 220,000 tested, 0.3% active | inhibition, % at 5 µM; in the data active means inhibition above about 40%;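 further: 0% = enzyme with no compound and 100% = blank without enzyme; many of its hits are not listed in these tables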
Numbers without * were called inactive; . = not tested or not shown; & = joins results of further samples; [ ] = another dose, or the depositor's remark. Not all compounds are listed; rates above refer to the full screens.

[1] CC(C)C(=O)NNC(=O)CN1CCN(c2nc(-c3ccccc3)cs2)CC1
[2] CCCC(c1nnnn1CCOC)N1CCN(C(=O)c2ccco2)CC1 (stereo unspecified)
[3] Cc1cc(NC(=O)c2cnn3cccnc23)nn1CC(=O)Nc1cccnc1
[4] O=C(Nc1ccccc1C(=O)N1CCOCC1)c1ccc(CSc2ccccc2)cc1
[5] Cc1cc(-c2nnc(SCC(=O)c3ccc4c(c3)OCCO4)o2)no1
[6] CC(=O)COc1ncnc2c(Cl)cc(Cl)cc12
[7] Cc1ccc2cc(C#N)c(NCc3ccccc3)nc2c1
[8] CC(C)CCN1CCNC(=O)C1CC(=O)Nc1ccc(F)cc1 (stereo unspecified)

Compound	1	2	3	4	5	6	7	8
TNF death inh	5.5	0.7	-0.7	-0.5	2.5	1.6	0.5	0.4
CHOP inh	30	42	27	-8	34	7	63	-13
PGE2 EP2 inh	5	13	12	8	12	8	6	4
PPC-1+TRAIL kill	.	-22	2	2	22	4	18	-12
zVAD death inh	7.1	1.6	-0.1	-0.5	0.7	0.5	0.3	0.0
TbHK1 inh	-2	-1	-6	-7	3	1	7	8
Wee1 degr inh	2	5	0	1	1	-1	0	4
FXIa inh	-5	2	-4	-1	3	-12	-1	1
FXIIa inh 1536	3	9	9	6	7	-2	7	11

Entries of single compounds, quoted from the list:
CCCC(c1nnnn1CCOC)N1CCN(C(=O)c2ccco2)CC1 (stereo unspecified) reads TNF death inh = 0.7; CHOP inh = 42; PGE2 EP2 inh = 13; PPC-1+TRAIL kill = -22; zVAD death inh = 1.6; TbHK1 inh = -1; Wee1 degr inh = 5; FXIa inh = 2; FXIIa inh 1536 = 9
Cc1cc(-c2nnc(SCC(=O)c3ccc4c(c3)OCCO4)o2)no1 reads TNF death inh = 2.5; CHOP inh = 34; PGE2 EP2 inh = 12; PPC-1+TRAIL kill = 22; zVAD death inh = 0.7; TbHK1 inh = 3; Wee1 degr inh = 1; FXIa inh = 3; FXIIa inh 1536 = 7

(next part)
[9] CCCCNCc1ccc(SC)cc1
[10] CC(=O)Nc1ccc(NC(=O)[C@@H]2CCCN2S(=O)(=O)c2ccc3c(c2)OCCO3)cc1
[11] CCN(Cc1ccccc1)S(=O)(=O)c1cc(C(=O)NCCCN(C)C)ccc1OC
[12] O=C(CSc1nnnn1C1CC2CCC1C2)Nc1ccnc2ccccc12 (stereo unspecified)
[13] O=C(CSc1nnnn1-c1ccccc1)NC1CCCc2ccccc21 (stereo unspecified)
[14] Cc1ccc2cc(CN(CCN(C)C)C(=O)Nc3ccc(Cl)cc3)c(=O)[nH]c2c1
[15] O=c1c2c3c(sc2nc2n1CCCC2)CCCC3
[16] CCCCN1C(=O)C(=O)N(CC(=O)NC2CCCc3ccccc32)C1=O (stereo unspecified)

Compound	9	10	11	12	13	14	15	16
TNF death inh	-1.9	-1.2	1.7	-14	-1.0	7.6	-1.8	1.0
CHOP inh	-5	-9	1	.	11	2	-22	-6
PGE2 EP2 inh	1	4	6	.	2	2	15	9
PPC-1+TRAIL kill	-5	-8	-10	20	6	.	-2	24
zVAD death inh	-0.2	-0.8	0.4	-0.6	0.3	2.3	-0.6	2.2
TbHK1 inh	5	2	6	0	1	-7	0	-3
Wee1 degr inh	0	0	-1	-3	0	-2	0	-3
FXIa inh	2	25	2	17	7	-2	8	-2
FXIIa inh 1536	8	33	6	8	5	16	17	6

[17] COc1cc(CCC(=O)OCC(=O)NCc2ccccc2)cc(OC)c1OC
[18] Cc1ccc(-c2cc(C(F)F)n3ncc(C(=O)NCc4ccco4)c3n2)cc1
[19] Cc1ncc([N+](=O)[O-])n1Cc1cccc(F)c1
[20] CC1=Nc2ccccc2/C1=C/c1sc(=O)n(CC(=O)N2CCCC2)c1O
[21] O=C1c2nccnc2C(=O)N1c1ccc(F)cc1
[22] COc1cccc(/C=N/NC(=O)CN2CC(c3ccccc3)CC2=O)c1OC (stereo unspecified)
[23] Cc1ccccc1C1=Nn2c(nnc2-c2ccco2)SC1
[24] O=C(COC(=O)c1ccc2ncsc2c1)NC(=O)NCc1ccccc1

Compound	17	18	19	20	21	22	23	24
TNF death inh	-0.6	-1.3	-0.3	-3.2	0.3	1.1	-3.6	0.6
CHOP inh	-2	-9	7	-15	14	-1	-5	-7
PGE2 EP2 inh	1	7	13	11	5	7	12	5
PPC-1+TRAIL kill	10	13	-15	-2	1	7	8	16
zVAD death inh	0.5	0.9	1.7	-0.4	-0.1	.	-0.1	6.5
TbHK1 inh	-3	-14	-9	4	2	2	3	-1
Wee1 degr inh	7	-2	-2	0	2	-1	5	0
FXIa inh	3	1	-2	15	1	-2	-1	-4
FXIIa inh 1536	11	2	9	14	-3	5	6	3

[25] CCOc1ccccc1NC(=O)Cc1ccccc1OC
[26] C=CCN(CC=C)CCOc1ccc(OC(C)C)cc1
[27] CC1(C)OC(c2ccccc2)=C/C(=C\C=N\NC(=O)c2ccncc2)O1
[28] O=C1c2ccccc2C2(c3ccccc3)NCCCN12 (stereo unspecified)
[29] O=C(c1cc(-c2ccco2)nn1-c1cccc(Cl)c1)N1CCCCC1
[30] O=C1c2ccccc2C(=O)N1CCc1nc2ccccc2c(=O)n1CCCn1ccnc1
[31] O=C(NNS(=O)(=O)c1ccc(Cl)cc1)c1cnn(-c2ccccc2)c1-n1cccc1
[32] CN(C(=O)COc1cc(C(F)(F)F)nn1C)c1ccccc1

Compound	25	26	27	28	29	30	31	32
TNF death inh	1.2	-0.3	-6.7	-0.2	-2.0	-3.9	-1.8	-0.2
CHOP inh	29	-6	30	-13	71*	39	31	-3
PGE2 EP2 inh	5	5	10	4	6	2	10	10
PPC-1+TRAIL kill	2	-6	19	2	18	20	-8	20
zVAD death inh	.	-0.1	0.6	0.9	-0.1	-0.1	-0.5	0.0
TbHK1 inh	2	-3	-39	6	8	3	9	4
Wee1 degr inh	0	-2	-2	-4	1	2	1	2
FXIa inh	-7	-6	3	-4	1	-5	2	-3
FXIIa inh 1536	9	-2	3	7	3	11	11	3

[33] NS(=O)(=O)c1ccc(CCNC(=O)c2ccc(Cn3c(=O)[nH]c4ccccc4c3=O)cc2)cc1
[34] CCCC(c1nnnn1Cc1ccccc1)N1CCN(c2ccccc2OC)CC1 (stereo unspecified)
[35] CC[C@@H]1C=C(C)C[C@H](C)C[C@H](OC)[C@H]2O[C@@](O)(C(=O)C(=O)N3CCCC[C@H]3C(=O)O[C@H](/C(C)=C/[C@@H]3CC[C@@H](O)[C@H](OC)C3)[C@H](C)[C@@H](O)CC1=O)[C@H](C)C[C@@H]2OC
[36] CC(=O)Cc1cc(O)c2ccccc2c1OC(=O)c1ccccc1
[37] CCC(=O)Nc1cccc(-n2nnnc2SCC(=O)N(C(C)C)C(C)C)c1
[38] FC(F)(F)c1nc2ccccc2c2nc3ccccc3n12
[39] Cc1ccc(C)c(Oc2nnnn2-c2ccccc2)c1
[40] C/C(=N/NC(=O)c1ccoc1C)C12CC3CC(CC(C3)C1)C2

Compound	33	34	35	36	37	38	39	40
TNF death inh	-0.3	-0.2	-6.9	-11	2.5	1.5	-0.5	0.8
CHOP inh	5	15	22	13	3	30	23	41
PGE2 EP2 inh	4	15	18	5	8	8	4	14
PPC-1+TRAIL kill	22	-12	5	12[5 µM]	-2	6	22	-11
zVAD death inh	1.4	0.0	0.7	1.9	2.0	.	-0.5	0.7
TbHK1 inh	3	-10	-13	-6	-6	-6	9	-1
Wee1 degr inh	0	-1	0	1	2	3	-1	1
FXIa inh	-1	1	10	-5	2	1	-9	-1
FXIIa inh 1536	5	10	21	0	5	11	-15	14

Arranged by value in Wee1 degr inh (falling): five of the compounds above.
| cpd | Molecule | CHOP inh | TbHK1 inh | Wee1 degr inh | FXIa inh | FXIIa inh 1536 |
| --- | --- | --- | --- | --- | --- | --- |
| 38 | FC(F)(F)c1nc2ccccc2c2nc3ccccc3n12 | 30 | -6 | 3 | 1 | 11 |
| 37 | CCC(=O)Nc1cccc(-n2nnnc2SCC(=O)N(C(C)C)C(C)C)c1 | 3 | -6 | 2 | 2 | 5 |
| 40 | C/C(=N/NC(=O)c1ccoc1C)C12CC3CC(CC(C3)C1)C2 | 41 | -1 | 1 | -1 | 14 |
| 33 | NS(=O)(=O)c1ccc(CCNC(=O)c2ccc(Cn3c(=O)[nH]c4ccccc4c3=O)cc2)cc1 | 5 | 3 | 0 | -1 | 5 |
| 34 | CCCC(c1nnnn1Cc1ccccc1)N1CCN(c2ccccc2OC)CC1 (stereo unspecified) | 15 | -10 | -1 | 1 | 10 |

The list goes on.
[41] N#Cc1c(NC(=O)c2cnccn2)sc2c1CCCC2
[42] N#C/C(=C/c1ccccc1)c1nn(CCO)c(N)c1C#N
[43] COc1ccc2[nH]c(=O)c(CN(C3CCCCC3)C(c3nnnn3Cc3ccco3)C(C)C)cc2c1 (stereo unspecified)
[44] O=C(Nc1ccccc1O)/C(=C\c1ccccc1)NC(=O)c1ccccc1
[45] c1ccc(-n2cccc2)c(N2CCCCC2)c1
[46] Cc1c(O)c2cccnc2[nH]c1=O
[47] COC(=O)CSc1[nH]c2cc(C)ccc2c1[N+](=O)[O-]
[48] Cc1ccc(C(C(=O)NCc2ccccc2)N(C(=O)c2csnn2)c2cccc3ccccc23)o1 (stereo unspecified)

Compound	41	42	43	44	45	46	47	48
TNF death inh	-3.8	-1.7	-5.1	0.2	0.0	1.0	0.0	-4.7
CHOP inh	-1	-13	102*	8	-6	27	11	38
PGE2 EP2 inh	11	12	.	5	11	6	16&7	6
PPC-1+TRAIL kill	33	-18	10	12	12	5	9	31
zVAD death inh	1.0	2.8	0.5	0.0	0.0	-0.3	-0.1	-0.9
TbHK1 inh	8	-26	1	-7	0	22	-19	10
Wee1 degr inh	-1	-3	0	0	3	-2	-4	4
FXIa inh	4	7	6	5	23	0	-7	-2
FXIIa inh 1536	9	3	18	12	47*	3	0	3

[49] Cn1nnnc1SCC(=O)Nc1cccc([N+](=O)[O-])c1
[50] CS(=O)(=O)N(CC(=O)NCc1ccccc1Cl)C1CCCCC1
[51] O=C(CSc1ncc(-c2ccccc2)[nH]1)Nc1cccc(O)c1
[52] NC(=S)COc1ccccc1
[53] O=C(Nc1nc(-c2ccccc2)c(-c2ccccc2)o1)c1ccc(F)cc1
[54] O=C(NC1CCCC1)c1cc(-c2cccs2)on1
[55] CSc1ccc(/C=C/C(=O)c2ccc(NC(=O)Cc3ccccc3)cc2)cc1

Compound	49	50	51	52	53	54	55
TNF death inh	1.9	1.3	0.2	0.8	-6.3	-9.7	-16
CHOP inh	6	-33	0	-4	25	-23	-47
PGE2 EP2 inh	3	9	10&2	8	9	.	4
PPC-1+TRAIL kill	25	10	26	10	4	16	13
zVAD death inh	2.4	0.6	0.8	1.5	0.1	1.6	0.1
TbHK1 inh	1	-5	5	-11	8	6	-7
Wee1 degr inh	-1	-2	1	1	-3	1	2
FXIa inh	1	7	-6	3	12	0	11
FXIIa inh 1536	1	9	13	8	4	-3	8
